Bioassay records from PubChem BioAssay.
EPAC1 agonist = activates human EPAC1 exchange factor; EPAC1 agonist qHTS, biochemical assay; response scale: 100% = response to 6.5 mM cAMP; Potency, µM (titrated, usually from 154 µM), for the others: at the top dose activation, most hits filed as activators; 0.073% of 360,000 active; AID 720707; note: potency is the fitted concentration of half-maximal effect; nearly all actives have a fitted effect of over 60% in size
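Read-out is the fluorescence drop as BODIPY-GDP leaves Rap1B (480 nm excitation, 540 nm emission), recorded every 5 minutes over 30 minutes. Reactions held 100 nM EPAC1, 250 nM Rap1B–BODIPY-GDP and 50 uM GDP, with 6.5 mM cAMP setting full activation.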
HEK293 tox = cytotoxic in the GLP-1 receptor inverse agonist counter-screen | HEK293 cAMP-luciferase reporter cells, luminescence, 24 h | Potency, µM (top dose mostly 38.3 µM), without a hit: top-dose activity change, negative = inhibition, actives largely listed as inhibitors | 0.13% of 410,000 active | AID 624418;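 note: loss of luciferase light is scored as toxicity; potency is the fitted concentration of half-maximal effect; % is set by controls: 0 for no effect and ±100 for the full control effect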
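Here, cytotoxicity is scored as loss of luminescence. The MLSMR collection was tested on cells seeded in medium containing 10% Nu serum, with a 24 hr compound exposure preceded by 12 hours of culture.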
GLP1R ag = agonists of human GLP-1 receptor. P43220. HEK293 GLP-1R CRE-luciferase, luminescence, 4-6 h; cells express a hypersensitive GLP-1R form. Potency, µM (doses to about 45.6 µM), without a hit: at the highest dose activation, most hits filed as activators. 0.007% of 380,000 active. AID 624172; note: potency is the fitted concentration of half-maximal effect; % of control where 0% means no effect
Target sequence (P43220 whole entry, looked up): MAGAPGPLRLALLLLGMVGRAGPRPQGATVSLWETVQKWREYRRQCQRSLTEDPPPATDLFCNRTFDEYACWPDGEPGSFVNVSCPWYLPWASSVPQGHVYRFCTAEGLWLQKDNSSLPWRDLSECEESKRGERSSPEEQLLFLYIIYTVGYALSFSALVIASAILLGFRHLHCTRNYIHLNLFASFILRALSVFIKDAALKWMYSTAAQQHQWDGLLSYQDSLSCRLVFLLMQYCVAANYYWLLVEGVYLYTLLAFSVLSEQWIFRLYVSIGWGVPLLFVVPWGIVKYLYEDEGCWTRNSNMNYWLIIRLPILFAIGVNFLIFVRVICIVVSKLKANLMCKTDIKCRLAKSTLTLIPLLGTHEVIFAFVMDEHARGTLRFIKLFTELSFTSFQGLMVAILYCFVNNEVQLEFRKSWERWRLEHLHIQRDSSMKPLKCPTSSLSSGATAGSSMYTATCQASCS
PLK1 PBD block = PLK1 (human) polo-box domain binding inhibition; P53350; Plk1 PBD binding of FITC phosphopeptide, fluorescence polarization; Potency, µM, for inactives: max response, negative = inhibition, most hits filed as inhibitors; 2.8% of 360,000 active; AID 720504; note: potency is the fitted concentration of half-maximal effect; series mostly up to about 57 µM; % is set by controls: 0 for no effect and ±100 for the full control effect; nearly all actives have a fitted effect of over 65% in size
IL-2 act = IL-2 activation | activation, % (series mostly up to about 46 µM) | IL-2 activation reporter assay, cell-based qHTS; stimulated with anti-CD3/CD4/CD28 beads; in transgenic mouse T cells | 0.065% of 360,000 active; in the data active = activation above about 50%; inconclusive = mostly about 30% to 49%; note: 0% is about no effect
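Readout is EGFP and DsRed signal by fluorescent plate cytometry after 18 h at 37 degrees C. Transgenic mouse T cells (750/well) received compound for 60 min before bead stimulation (anti-CD3, anti-CD4, anti-CD28); memory T cells served as non-tolerant control.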
GLP-1R inv ag = acts as inverse agonist at human GLP-1 receptor; P43220; HEK293 GLP-1R CRE-luciferase, luminescence, 24 h; GLP-1R form is constitutively active; Potency, µM (highest dose often 38.3 µM), without a hit: at the highest dose activity change, negative = inhibition, usual class: inhibitors; 1.6% of 410,000 active; AID 624417; note: potency is the fitted concentration of half-maximal effect; % is set by controls: 0 for no effect and ±100 for the full control effect; nearly all actives have a fitted effect of over 55% in size
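Inverse agonism was detected as reduced cAMP-driven luciferase luminescence after 24 h compound treatment. The cells were HEK293 clones expressing constitutively active human GLP-1R with the reporter. Reporter-only and GPR119 cell lines served as counterscreen controls.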
PI5P4K alpha inh = PI5P4K alpha (human) kinase inhibition | PI5P4Kalpha enzyme, ADP-Glo luminescence, 60 min; active compounds read low | max response, % | 1.2% of 330,000 active | AID 652105; active = max response of -50% or lower; inconclusive = between -30% and -50%; inactive = -30% or higher; note: value at the top dose of about 77 µM; % is set by controls: 0 for no effect and ±100 for the full control effect
Target sequence (P48426 whole entry, looked up): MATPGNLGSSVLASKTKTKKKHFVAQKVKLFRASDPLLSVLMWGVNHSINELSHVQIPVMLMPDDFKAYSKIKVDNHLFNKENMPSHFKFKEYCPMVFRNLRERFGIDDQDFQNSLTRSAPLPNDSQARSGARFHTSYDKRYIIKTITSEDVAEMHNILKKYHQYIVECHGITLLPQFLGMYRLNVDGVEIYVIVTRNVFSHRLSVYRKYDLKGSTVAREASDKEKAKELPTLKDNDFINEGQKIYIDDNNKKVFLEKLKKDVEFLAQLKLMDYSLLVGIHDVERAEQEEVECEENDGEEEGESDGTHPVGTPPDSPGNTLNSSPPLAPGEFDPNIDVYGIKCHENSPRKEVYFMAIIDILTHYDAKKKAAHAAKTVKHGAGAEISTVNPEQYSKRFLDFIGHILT
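Reactions run in 0.038 M HEPES pH 7.4, 0.28 mM EGTA, 0.1% CHAPS and 5% DMSO, with PI5P4Kalpha, substrate, compound and 5 microM ATP final, one hour at room temperature. Readout is ADP-Glo luminescence.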
EPAC1 antag = EPAC1 (human) antagonism | O95398 | Potency, µM (doses to about 115 µM), without a hit: at the highest dose activity change, negative = inhibition, most hits filed as inhibitors | EPAC1 GEF assay, Rap1b-BODIPY-GDP exchange fluorescence | 0.14% of 360,000 active;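 note: potency is the fitted concentration of half-maximal effect; plate controls were vehicle for no effect and positive control for full effect; nearly all actives have a fitted effect of over 50% in size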
PTHR1 ag = activates the human parathyroid hormone receptor PTHR1; Q03431; HEK293 GP2 PTHR1 cells, GloSensor cAMP luminescence, 1 h; Potency, µM (series often up to 115 µM), inactives show at the highest dose activation, hits mostly activators; 0.075% of 410,000 active; AID 743266; note: potency is the fitted concentration of half-maximal effect; nearly all actives have a fitted effect of over 55% in size; some results filed as inactive show a strong effect at the top dose; inactives centre near -15; many of its hits are not listed in these tables
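HEK-293-derived GP2 cells expressing PTHR1 and a GloSensor cAMP reporter, 3,000/well, plated overnight, given luciferin plus IBMX (each 0.5 mM as added) for 1 h at 37 °C, then compound for 1 h at 37 °C. Luminescence was read after 15 min at room temperature.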
* marks the source's active call; other numbers are inactive results; i = inactive; ? = inconclusive; . = no result given; [ ] = dose if it differs, or a comment. Unless noted, calls come from the whole dose curve; as a rule, active = well fitted curve in the direction sought with a large enough effect; inconclusive = small, poorly fitted or top-dose-only effect, or another doubt; inactive = no such curve, though single readings can be large; an effect the other way counts as inactive or inconclusive.

Results follow in this order: EPAC1 agonist | HEK293 tox | GLP1R ag | PLK1 PBD block | IL-2 act | GLP-1R inv ag | PI5P4K alpha inh | EPAC1 antag | PTHR1 ag
Cc1noc(/C=C/c2ccc(-c3ccccc3Cl)o2)c1[N+](=O)[O-]
 : -2% | 85%[activator] | -4% | ? | 1.3 | 14% | 3 | 4% | i
O=C(Nc1ccccc1N1CCOCC1)C1CCN(S(=O)(=O)c2ccc(Cl)cc2)CC1
 : -10% | 9% | 1% | 3% | 0.7 | -51% | 2 | 14% | -25%
CCCCCn1c(NCc2ccco2)nc2ccccc21
 : -4% | -17% | -3% | -3% | -2.6 | ? | 0 | -7% | i
S=c1[nH]nc(CSCCOc2ccc(Cl)cc2Cl)o1
 : 7% | 8% | 1% | -23% | -0.2 | 24% | ? | -14% | -76%[inhibitor]
COc1ccc(C)cc1NC(=O)CCN1CC(C)OC(C)C1 (stereo not given)
 : 2% | 1% | 5% | 3% | -2.3 | 4% | -1 | 8% | 0%
Cc1cc(=O)n(C)c(=O)n1CC(=O)N1CCCCCC1
 : 7% | -3% | -6% | 0% | 0.5 | 4% | 0 | 6% | i
O=C(CCN1CCCCCC1)Nc1ccccc1F
 : -7% | 0% | 1% | 2% | -0.2 | 2% | 2 | 8% | -9%[57.5 µM]
COc1ccccc1C(=O)C1CCCN(C(=O)C2=CC(=O)CC(C)(C)O2)C1 (stereo not given)
 : -15% | 2% | 1% | 1% | -2.4 | 3% | -1 | 4% | i
Cc1nc2cc(C(F)(F)F)ccc2n1CCNc1nc(-c2ccc(F)cc2)cs1
 : -1% | 24% | -1% | -17% | 1.3 | ? | 13 | -7% | -3%
COc1ccc(C(CC(=O)Nc2ccc(C)cn2)N2Cc3ccccc3C2=O)cc1 (stereo not given)
 : 5% | -5% | 18% | 3% | 0.4 | 27% | -1 | -17% | -6%
COC(=O)c1c(NC(=O)CSc2ncnc3c2cnn3-c2ccccc2Cl)sc2c1CCCC2
 : 0% | 3% | -14% | -10% | -1.0 | -20% | 0 | 1% | i
CC(C)C[C@H]1CN(CCCC[C@@H]2CNC(=O)C(=O)N2CC2CCCCC2)C(=O)C(=O)N1CCc1ccccc1
 : -16% | 5% | -6% | -4% | 0.2 | 15% | 0 | 18% | 7%
COc1ccc(N(CC(=O)NC2CCCCC2)C(=O)CCCC(=O)Nc2ccccn2)c(OC)c1
 : 4% | 0% | -3% | -7% | -0.1 | 25% | 5 | 6% | -14%[57.5 µM]
N#Cc1ccc(-c2nnnn2-c2ccc3c(c2)OCO3)cc1
 : -8% | -7% | 6% | -1% | 0.5 | 6% | -15 | -1% | -1%[57.5 µM]
O=C(COC(=O)c1ccccc1Nc1ccc(SC(F)F)cc1)NCc1ccco1
 : -5% | 10% | 12% | -5% | 1.1 | -5% | -4 | -10% | i
Cc1nn2c3ccccc3n(C)c2nc1=O
 : 11% | 5% | 0% | 4% | -0.5 | 4% | 1 | -22% | -5%[57.5 µM]
O=C(Cn1nc(-c2ccccc2)ccc1=O)NCc1ccc(F)cc1
 : 5% | 15%[0.307 µM] | 24% | -17% | -0.7 | 16%[0.307 µM] | 2 | 2% | i
COc1ccc(S(=O)(=O)N2CCC(C(=O)Oc3ccc(C)cc3)CC2)cc1OC
 : 5% | 4% | 13% | 4% | 1.0 | 26% | 6 | -11% | i
CCC(=O)N1CCc2cc(S(=O)(=O)CCC(=O)NCCc3ccc(S(N)(=O)=O)cc3)ccc21
 : 4% | -6% | -2% | -22% | -1.8 | 2% | 0 | 14% | i
COC(=O)C[C@@H]1CC[C@@H](NC(=O)C2CCC2)[C@@H](CO)O1
 : 7% | 5% | . | -23% | 0.3 | 6% | 3 | -16% | 10%
O=C(NC1CCCCC1)c1ccc(NS(=O)(=O)c2cccc3cccnc23)cc1
 : 5% | 1% | 1% | -4% | 0.5 | 13% | -11 | -12% | -65%[inhibitor]
CCn1cc(C(=O)O)c(=O)c2cc(F)c(N3CCN(S(=O)(=O)c4ccc(NC(=O)OC)cc4)CC3)cc21
 : -1% | -16% | 7% | -7% | 0.7 | -3% | -6 | -2% | i
O=C(NCCO)C(=O)NCC1OCCCN1S(=O)(=O)c1cc(F)ccc1F (stereo not given)
 : 4% | 2% | -9% | -1% | -1.2 | -8% | 1 | 9% | -13%
Cc1cc(C)c2cc(CN(Cc3ccc4c(c3)OCO4)Cc3nnnn3Cc3ccco3)c(=O)[nH]c2c1
 : 5% | -19% | -1% | -10% | -0.6 | 3% | -1 | 10% | -5%[57.5 µM]
O=C1OCCN1C(=O)[C@H]1[C@H](c2ccccc2)C(c2cccc(Cl)c2)=NN1c1ccc(Br)cc1
 : 1% | 363%[activator] | 2% | -5% | 0.2 | 15% | 29 | -12% | 2%
COC(=O)CNC(c1ccccc1)c1cc(Br)ccc1NC(C)=O (stereo not given)
 : -3% | 0% | -2% | -4% | 0.2 | 3% | 2 | -25% | i
O=C(O)C(=O)/C(=C\c1cccc2ccccc12)c1ccc2ccccc2n1
 : 0% | -12% | -4% | 67µM* | 0.8 | -5% | -5 | -3% | -9%
O=c1[nH]c(CSc2ccccn2)nc2ccccc12
 : -3% | 2% | 5% | -9% | -3.4 | 13% | -2 | 15% | -19%
COc1ccc(/C=N/NC(=O)c2cc(C)oc2C)cc1OCc1ccccc1
 : 4% | 7% | 14% | -7% | -0.6 | ? | -10 | 9% | -30%
CC1CCCCN1CCNC(=O)C1CC(=O)N(c2ccc(F)c(Cl)c2)C1 (stereo not given)
 : -6% | -1% | -19% | -3% | 0.9 | ? | -5 | -16% | -18%[57.5 µM]
CC(=O)c1cccc(NC(=O)c2ccc(NS(=O)(=O)c3c(C)noc3C)cc2)c1
 : 0% | -23% | 5% | -9% | -3.2 | -2% | -2 | 4% | -9%
CC(C)CCNC(=O)c1ccc2c(c1)N(Cc1ccccc1F)C(=O)c1ccccc1S2(=O)=O
 : . | -5% | -1% | . | . | ? | . | . | -19%
Cc1ccc(S(=O)(=O)N(C)C)cc1NC(=S)N(C)C1CCN(C)CC1
 : 4% | -5% | -1% | -7% | 1.3 | 4% | 1 | 11% | i
N#Cc1ccsc1NC(=O)CN1CCN(c2ccccc2O)CC1
 : 5% | -9% | 0% | 1% | -3.1 | 10% | -8 | 6% | i
CC1CC(C)CN(S(=O)(=O)c2ccc(C(=O)N(C)Cc3ccccc3)cc2)C1 (stereo not given)
 : 0% | -3% | -2% | 1% | -0.5 | ? | 4 | -6% | -35%[inhibitor]
Cn1c(N)c(C(C[N+](=O)[O-])c2c(F)cccc2Cl)c(=O)n(C)c1=O (stereo not given)
 : 17% | ? | -6% | -8% | -3.2 | ? | -2 | -6% | i
O=C(CCSCc1ccccc1Cl)N1CCN(c2ccccn2)CC1
 : 3% | 10% | 12% | -4% | -1.8 | 15% | . | -7% | -23%[57.5 µM]
CC(C)(C)NC(=O)CN(C(=O)CNC(=O)c1cccs1)c1ccccc1F
 : 12% | 10% | 0% | -9% | -0.1 | 1% | 9 | -2% | i
COc1cc(C=NCC2OCCc3ccccc32)cc(OC)c1 (stereo not given)
 : 3% | 4% | -7% | -5% | 1.3 | 17% | 4 | 6% | i
CC(NC(=O)NCc1cccnc1)(C(F)(F)F)C(F)(F)F
 : -4% | 2% | -11% | -5% | 0.2 | 0% | 11 | 17% | i
Cc1c(-n2c(SCC(=O)O)nnc2-c2ccccc2Br)c(=O)n(-c2ccccc2)n1C
 : 6% | -16% | -1% | -17% | 0.6 | 23% | 0 | 10% | -22%
CCCn1c(N)[n+](CC(=O)c2ccco2)c2ccccc21
 : 4% | 0% | 0% | -1% | 2.0 | -2% | . | 1% | i
C#CCOC(=O)CCCN1C(=O)c2cccc3cccc(c23)C1=O
 : 13% | 4% | 5% | 3% | -3.5 | 15% | -5 | 4% | i

Looked up above:
CCn1cc(C(=O)O)c(=O)c2cc(F)c(N3CCN(S(=O)(=O)c4ccc(NC(=O)OC)cc4)CC3)cc21 – PLK1 PBD block: -7%
Cc1ccc(S(=O)(=O)N(C)C)cc1NC(=S)N(C)C1CCN(C)CC1 – GLP1R ag: -1%

Part of the list above in order of count of non-hydrogen atoms, low to high.
Results follow in this order: EPAC1 agonist | HEK293 tox | GLP1R ag | PLK1 PBD block | IL-2 act | GLP-1R inv ag | PI5P4K alpha inh | EPAC1 antag | PTHR1 ag
COc1cc(C=NCC2OCCc3ccccc32)cc(OC)c1 (stereo not given)
 : 3% | 4% | -7% | -5% | 1.3 | 17% | 4 | 6% | i
N#Cc1ccsc1NC(=O)CN1CCN(c2ccccc2O)CC1
 : 5% | -9% | 0% | 1% | -3.1 | 10% | -8 | 6% | i
O=C1OCCN1C(=O)[C@H]1[C@H](c2ccccc2)C(c2cccc(Cl)c2)=NN1c1ccc(Br)cc1
 : 1% | 363%[activator] | 2% | -5% | 0.2 | 15% | 29 | -12% | 2%

Rewritten tab-delimited: entries from further up.
Structure	EPAC1 agonist	HEK293 tox	GLP1R ag	PLK1 PBD block	IL-2 act	GLP-1R inv ag	PI5P4K alpha inh	EPAC1 antag	PTHR1 ag
O=C(O)C(=O)/C(=C\c1cccc2ccccc12)c1ccc2ccccc2n1	0%	-12%	-4%	67µM*	0.8	-5%	-5	-3%	-9%
Cc1cc(C)c2cc(CN(Cc3ccc4c(c3)OCO4)Cc3nnnn3Cc3ccco3)c(=O)[nH]c2c1	5%	-19%	-1%	-10%	-0.6	3%	-1	10%	-5%[57.5 µM]
O=C(NC1CCCCC1)c1ccc(NS(=O)(=O)c2cccc3cccnc23)cc1	5%	1%	1%	-4%	0.5	13%	-11	-12%	-65%[inhibitor]
CCn1cc(C(=O)O)c(=O)c2cc(F)c(N3CCN(S(=O)(=O)c4ccc(NC(=O)OC)cc4)CC3)cc21	-1%	-16%	7%	-7%	0.7	-3%	-6	-2%	i
O=C(NCCO)C(=O)NCC1OCCCN1S(=O)(=O)c1cc(F)ccc1F (stereo not given)	4%	2%	-9%	-1%	-1.2	-8%	1	9%	-13%
CC1CC(C)CN(S(=O)(=O)c2ccc(C(=O)N(C)Cc3ccccc3)cc2)C1 (stereo not given)	0%	-3%	-2%	1%	-0.5	?	4	-6%	-35%[inhibitor]

A portion of the library (hit frequency here may not be typical).
